Screening results: PubChem, Broad Institute
Casp6 inh = inhibitors of human caspase-6; purified caspase-6, Z-VEID-R110 cleavage fluorescence; P55212; 0.53% of 350,000 active; inhibition, % at 12.5 µM;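 active = mean inhibition across replicates at least about 35%, with every replicate also reaching that limit, limit read from the data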;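 note: 0% = median of neutral control wells and 100% = no fluorescence left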
Target sequence (P55212 24-179 limits assumed): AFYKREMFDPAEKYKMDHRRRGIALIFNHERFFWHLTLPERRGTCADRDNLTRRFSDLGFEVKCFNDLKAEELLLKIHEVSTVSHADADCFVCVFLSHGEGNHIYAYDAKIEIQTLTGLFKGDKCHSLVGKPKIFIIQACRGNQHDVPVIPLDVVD
Target sequence (P55212 194-293 limits assumed): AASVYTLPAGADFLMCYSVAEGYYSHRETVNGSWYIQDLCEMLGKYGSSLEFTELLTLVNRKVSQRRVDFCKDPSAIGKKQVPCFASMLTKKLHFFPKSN
Statin myotox sup = suppressors of simvastatin-induced myotoxicity in C2C12 myotubes; 0.78% of 330,000 active; AID 602340; ATP luminescence, 48 h; scaled: DMSO 0, geranylgeraniol control 100; rescue of ATP level, % at 7.49 µM;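 active = mean ATP rescue above about 67%, or every replicate alone reaching that limit, limit read from the data, passing the limit was not always enough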;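 note: myotubes were challenged with 10 µM simvastatin during compound exposure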
FN deposition inh = fibronectin deposition inhibition. 0.086% of 350,000 active. inhibition, % at 12.6 µM. AH1F fibroblasts, Alexa488-fibronectin deposition fluorescence, overnight. AID 743247;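 active = mean inhibition across replicates of 30% or more, regardless of how many single replicates reach that level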;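 note: positive control wells lacked labelled fibronectin entirely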
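Measured by – fluorescence 485/525 nm · System – AH1F fibroblast monolayer, labelled fibronectin deposition · Amount – 10000 cells per well · Buffer or medium – serum-reduced DMEM (2% serum) · Doses – single dose, pinned · Also added – fluorescent fibronectin at 24 nM final · Schedule – 1 h cell attachment, overnight exposure to compound and label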
esBAF inh = blocks esBAF chromatin remodeling in mouse ES cells | Bmi1-luciferase knock-in reporter, 24 h; 100% = twice the neutral-well signal | reporter increase, % at 12.5 µM | 2% of 350,000 active | AID 602393; in the data active = activation above about 40%;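 note: 0% = median of the plate's neutral control wells and 100% = double that signal; a rise in the Bmi1 reporter signal indicates esBAF inhibition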
LGR2 inh = blocks bursicon-induced cAMP signaling via Drosophila LGR2. inhibition, % at 9.99 µM. HEK293 LGR2, CRE-luciferase, bursicon-stimulated, 4 h. 0.35% of 380,000 active;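 active = drop in luminescence signal, shown as inhibition above about 50% in the replicate tests, limit read from the data, passing the limit was not always enough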;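 note: agonist challenge used bursicon conditioned medium at about half maximal strength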
S100A4 inh HTS = inhibitors of human S100A4 binding to myosin IIA peptide; 0.14% of 360,000 active; S100A4/TAMRA-MyoIIA peptide fluorescence polarization; P26447; inhibition, % at 10.7 µM; AID 652163;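 active = mean inhibition of at least 70% across replicates, with every replicate also reaching that level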
Target sequence (P26447 whole entry, looked up): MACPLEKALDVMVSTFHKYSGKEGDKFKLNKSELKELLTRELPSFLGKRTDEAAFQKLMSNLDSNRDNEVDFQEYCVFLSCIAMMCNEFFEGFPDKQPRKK
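System – human S100A4 monomer protein, biochemical binding assay · Buffer or medium – Calcium-containing HEPES buffer, pH 7.2 · Timing – 5 min between mix addition and reading · Also added – TAMRA-labelled myosin IIA heavy-chain peptide probe, 5 nM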
SIRT5 inh = sirtuin-5 (human) deacylase inhibition | Q9NXA8 | Purified SirT5, succinyl-peptide AMC, trypsin-coupled fluorescence | inhibition, % at 15 µM | 1.1% of 330,000 active; in the data active = inhibition above about 15%
Target sequence (Q9NXA8 whole entry, looked up): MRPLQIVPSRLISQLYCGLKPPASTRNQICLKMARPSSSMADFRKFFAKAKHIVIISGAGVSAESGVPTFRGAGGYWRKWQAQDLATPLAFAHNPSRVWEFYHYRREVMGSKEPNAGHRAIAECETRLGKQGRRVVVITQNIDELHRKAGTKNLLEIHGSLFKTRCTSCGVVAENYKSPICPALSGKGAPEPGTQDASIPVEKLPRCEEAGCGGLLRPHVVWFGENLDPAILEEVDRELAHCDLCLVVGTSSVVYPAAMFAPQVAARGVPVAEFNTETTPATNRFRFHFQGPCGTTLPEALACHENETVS
Starred values were filed as active, the others as inactive; x = not tested or not shown; & = joins results of further samples.

Keys – A = Casp6 inh; B = Statin myotox sup; C = FN deposition inh; D = esBAF inh; E = LGR2 inh; F = S100A4 inh HTS; G = SIRT5 inh
1	C[C@@H]1CN([C@H](C)CO)C(=O)c2cc(C#C[C@@H](C)O)cnc2O[C@@H]1CN(C)C(=O)c1ccccc1F
  A = -4	B = 7	C = x	D = 0	E = 12	F = 4	G = -3
2	COc1ccc2c3c([nH]c2c1)[C@H](CO)N(C(=O)c1ccncc1)CC31CCN(C(=O)NC(C)C)CC1
  A = 1	B = x	C = x	D = x	E = 5	F = -1	G = 0
3	CCC(C)Nc1nc(OCC(F)(F)F)nc(OCC(F)(F)F)n1 (stereo not given)
  A = x	B = 11	C = x	D = -2	E = 8	F = x	G = x
4	O=S(=O)(c1ccc(N2CCC(c3ccc(Cl)cc3)=N2)cc1)N(CCO)CCO
  A = 0	B = -55	C = 0	D = -12	E = -10	F = -2	G = -27
5	C[C@@H]1CN([C@@H](C)CO)C(=O)Cc2cc(NC(=O)Cc3cn(C)c4ccccc34)ccc2O[C@H]1CN(C)Cc1ccncc1
  A = 0	B = -21	C = x	D = 7	E = 3	F = -8	G = 3
6	CC(=O)Nc1ccc(N2Cc3ccccc3C2)cc1
  A = 8	B = -5	C = -88	D = -4	E = -22	F = -5	G = -4
7	CC12CCC(=O)N1C(C(=O)Nc1ccc(Cl)c(Cl)c1)CS2 (stereo not given)
  A = 7	B = -9	C = 3	D = 7	E = 10	F = -3	G = -3
8	COc1ccccc1OCc1ccc(C(=O)NCc2cccnc2)o1
  A = x	B = 8	C = 4	D = -10	E = x	F = x	G = x
9	O=C(NC1CCCCC1)c1ccc(-c2ccc(Cl)cc2)o1
  A = -1	B = -56	C = 2	D = x	E = -51	F = 1	G = -1
10	CCc1ccc2[nH]c(=O)c(CN(CCCO)C(=O)NCc3ccccc3)cc2c1
  A = x	B = 7	C = 9	D = -3	E = x	F = x	G = x
11	CCc1cccc(NC(=S)N(CCN(C)C)C(C)c2ccncc2)c1 (stereo not given)
  A = -5	B = -6	C = -5	D = 9	E = 7	F = -5	G = -4
12	Nc1cnn(Cc2ccc(F)cc2)c1
  A = -2	B = -2	C = 1	D = 3	E = 17	F = 0	G = -2
13	CC(=O)Nc1ccc(NC(=O)C2CC(=O)N(Cc3ccco3)C2)cc1 (stereo not given)
  A = -1	B = -5	C = -5	D = x	E = -3	F = -4	G = 0
14	O=C1C(=C2CCc3ccccc32)Cc2ccccc21
  A = 1	B = 11	C = 2	D = 71*	E = -72	F = -14	G = -2
15	COc1ccc(S(=O)(=O)Nc2ccc3c(c2)C(=O)N([C@H](C)CO)C[C@@H](C)[C@H](CN(C)C(=O)NC2CCCCC2)OCCCC[C@@H](C)O3)cc1
  A = 4	B = x	C = -2	D = 10	E = -1	F = -32	G = 5
16	COc1ccc(C=C2C(=O)OC(C)(C)OC2=O)cc1OC
  A = -4	B = -1	C = 4	D = 4	E = -43	F = 4	G = -6
17	COc1ccccc1-c1cccc(-c2nc(C(=O)N3CCCCC3)cc3c2[C@@H](CCO)N([S@](=O)C(C)(C)C)C3)c1
  A = -1	B = -4	C = -3	D = -4	E = -4	F = -35	G = 4
18	O=c1[nH]c(Cc2ccccn2)nc2scc(-c3ccccc3Cl)c12
  A = 3	B = x	C = x	D = x	E = 3	F = -9	G = -1
19	COc1ccc(C)cc1NS(=O)(=O)c1ccc2c(c1)CCN2C(C)=O
  A = 1	B = 16	C = -3	D = 0	E = -7	F = -4	G = 1
20	CC(=O)Nc1ccc(Oc2ccc([N+](=O)[O-])cc2Cl)cc1
  A = x	B = x	C = -3	D = x	E = 9	F = -17	G = -4
21	C[C@H](CO)N1C[C@H](C)[C@H](CN(C)C(=O)Nc2cccc3ccccc23)Oc2ccc(NS(=O)(=O)c3ccc(F)cc3)cc2CC1=O
  A = 1	B = 25	C = 5	D = 6	E = 12	F = 25	G = -1
22	CC1Cc2ccccc2N1C(=O)CSc1nnc(N)s1 (stereo not given)
  A = -1	B = -7	C = 6	D = -7	E = 3	F = -2	G = 0
23	CS(=O)(=O)N1[C@@H]2c3ccc(-c4cccc(F)c4)c(=O)n3C[C@@H]2[C@@H](CO)[C@@H]1C(=O)NC1CCC1
  A = -1	B = x	C = x	D = x	E = 12	F = 14	G = -15
24	Cc1ccc(C)c(Cn2c3ccccc3c3cnn(CC(=O)NCCCN4CCOCC4)c(=O)c32)c1
  A = -5	B = -39	C = -12	D = -4	E = 2	F = -2	G = -4
25	C=CCOc1ccc(CNCC2CCCO2)cc1 (stereo not given)
  A = -12	B = -5	C = -4	D = 2	E = 5	F = -22	G = -3

Keys – A = Casp6 inh; B = Statin myotox sup; C = FN deposition inh; D = esBAF inh; E = LGR2 inh; F = S100A4 inh HTS; G = SIRT5 inh
26	COCCNC(=O)C(c1ccc(C)o1)N(Cc1ccc(OC)cc1)C(=O)Cn1nnc2ccccc21 (stereo not given)
  A = x	B = 104*	C = -10	D = 5	E = x	F = x	G = x
27	COc1ccccc1NC(=O)Nc1nnc(Cc2ccccc2F)s1
  A = 0	B = x	C = 7	D = x	E = -4	F = 9	G = -1
28	Cc1ccc(S(=O)(=O)N2CCOCC2)cc1NC(=O)C1CC(=O)N(c2ccc3c(c2)OCCO3)C1 (stereo not given)
  A = -5	B = 13	C = -5	D = -8	E = -1	F = 4	G = -1
29	CCn1cc(C(=O)N2CCc3ccccc32)c(=O)c2cc(S(=O)(=O)N3CC(C)CC(C)C3)ccc21 (stereo not given)
  A = -1	B = x	C = 2	D = x	E = 2	F = -4	G = 0
30	O=C(C1CCCCC1)N1CC(=O)N2[C@H](CO)[C@@H](c3ccc(-c4cccnc4)cc3)[C@H]2C1
  A = -1	B = x	C = x	D = x	E = 4	F = -3	G = -1
31	CCN(CC)C1=NS(=O)(=O)c2cc([N+](=O)[O-])ccc21
  A = 2	B = 7	C = x	D = -5	E = 1	F = 2	G = -3
32	COc1cc(C(=O)NCCCn2ccnc2)cc(OC)c1OC
  A = -4	B = x	C = -2	D = x	E = 0	F = -4	G = -1
33	CCCNC(=O)C1(C)CCN1C(=O)c1cc(C)n(C)n1 (stereo not given)
  A = 2	B = 38	C = -3	D = -2	E = 8	F = -7	G = 2
34	COc1ccc(C#Cc2ccc([C@@H]3[C@@H](CO)N4C(=O)CN(C(C)=O)C[C@@H]34)cc2)cc1
  A = 0	B = x	C = x	D = x	E = 25	F = 10	G = 1
35	CCCCCC(=O)N1C[C@H](O)[C@@H](n2cc(-c3ccc(F)cc3)nn2)C[C@@H]1c1ccc(C)cc1
  A = 1	B = -8	C = 2	D = -4	E = 9	F = -2	G = -2
36	S=C(NCc1ccco1)Nc1ccc(Cl)cc1
  A = -1	B = x	C = 2	D = x	E = -5	F = -2	G = -2
37	Cc1ccc(Cn2ccc(NC(=O)c3cc(-c4ccc5c(c4)OCO5)on3)n2)cc1
  A = -1	B = x	C = x	D = x	E = 15	F = -6	G = 2
38	COc1ccc(C(=O)COc2ccc3ccc(=O)oc3c2)c(OC)c1
  A = 1	B = -9	C = x	D = 8	E = 1	F = -1	G = -5
39	CN(c1ccccc1C(=O)Nc1ccc(S(=O)(=O)N2CCCCC2)cc1)S(C)(=O)=O
  A = x	B = 7	C = -11	D = -2	E = x	F = x	G = x
40	CCOc1ncccc1C(=O)OC(C)C(=O)NC1CCCCC1 (stereo not given)
  A = -1	B = 15	C = 0	D = x	E = -1	F = 3	G = 1
41	NC1=NC(=O)C(Cc2ccccc2)S1 (stereo not given)
  A = -1	B = -7	C = 6	D = 1	E = -4	F = 1	G = -3
42	CCN1C(=O)CC(SC2CC(=O)N(CC)C2=O)C1=O (stereo not given)
  A = 0	B = 4	C = -5	D = 3	E = 11	F = -1	G = -1
43	CC(OC(=O)Cn1cnc2c1c(=O)n(C)c(=O)n2C)C(=O)Nc1ccc(Cl)cc1 (stereo not given)
  A = 0	B = -33	C = -12	D = 1	E = 2	F = -3	G = -1
44	CC(C)COc1ccc(C(=O)Nc2ncn[nH]2)cc1
  A = -2	B = -22	C = -1	D = 45*	E = 8	F = -8	G = 4
45	O=c1ccc(-c2ccccc2)nn1Cc1ccccc1
  A = 3	B = 1	C = 3	D = 21	E = -7	F = 0	G = -6
46	O=C(NOC(=O)c1ccccc1F)c1ccc(OC(F)F)cc1
  A = 1	B = 0	C = -8	D = -4	E = -5	F = 1	G = -2
47	O=C(CS(=O)(=O)c1ccc(Cl)cc1)NCc1ccccc1
  A = 0	B = 0	C = 6	D = 2	E = 7	F = 16	G = -3
48	COc1ccc(NC(=O)CN(C)C(=O)c2cc3c(s2)CCC(C)C3)cc1 (stereo not given)
  A = 0	B = x	C = -8	D = x	E = 5	F = 0	G = -3
49	C[C@H]1CN([C@@H](C)CO)C(=O)c2cc(NC(=O)Nc3ccc(C(F)(F)F)cc3)ccc2O[C@H]1CN(C)Cc1ccc(-c2ccccc2)cc1
  A = 2	B = x	C = x	D = -7	E = 10	F = -31	G = 2
50	CCN(CC(=O)Nc1ccc(NC(C)=O)cc1)C(=O)CSc1ncnc2sc(C)c(C)c12
  A = 8	B = 5	C = -10	D = 6	E = -3	F = -10	G = -2

Compounds 45 through 50, reprinted for reference:
Keys – A = Casp6 inh; B = Statin myotox sup; C = FN deposition inh; D = esBAF inh; E = LGR2 inh; F = S100A4 inh HTS; G = SIRT5 inh
45	O=c1ccc(-c2ccccc2)nn1Cc1ccccc1
  A = 3	B = 1	C = 3	D = 21	E = -7	F = 0	G = -6
46	O=C(NOC(=O)c1ccccc1F)c1ccc(OC(F)F)cc1
  A = 1	B = 0	C = -8	D = -4	E = -5	F = 1	G = -2
47	O=C(CS(=O)(=O)c1ccc(Cl)cc1)NCc1ccccc1
  A = 0	B = 0	C = 6	D = 2	E = 7	F = 16	G = -3
48	COc1ccc(NC(=O)CN(C)C(=O)c2cc3c(s2)CCC(C)C3)cc1 (stereo not given)
  A = 0	B = x	C = -8	D = x	E = 5	F = 0	G = -3
49	C[C@H]1CN([C@@H](C)CO)C(=O)c2cc(NC(=O)Nc3ccc(C(F)(F)F)cc3)ccc2O[C@H]1CN(C)Cc1ccc(-c2ccccc2)cc1
  A = 2	B = x	C = x	D = -7	E = 10	F = -31	G = 2
50	CCN(CC(=O)Nc1ccc(NC(C)=O)cc1)C(=O)CSc1ncnc2sc(C)c(C)c12
  A = 8	B = 5	C = -10	D = 6	E = -3	F = -10	G = -2

Remaining list, next part
Keys – A = Casp6 inh; B = Statin myotox sup; C = FN deposition inh; D = esBAF inh; E = LGR2 inh; F = S100A4 inh HTS; G = SIRT5 inh
51	O=C(NC1CC1)C1=C[C@@H](c2csc3ccccc23)C[C@@H](OCc2ccc(CO)cc2)O1
  A = -2&-3	B = 12	C = 6	D = -3	E = 12	F = 3&-2	G = -2&2
52	O=C(Nc1ccc(OC(F)(F)F)cc1)Oc1ccccc1N1CCCCC1
  A = 0	B = -14	C = 10	D = 1	E = -2	F = -4	G = -2
53	O=C(C1CCCC1)N1CC[C@@H]2[C@H](CO)Nc3ccc(C4=CCCCC4)cc3[C@@H]21
  A = 0	B = x	C = -1	D = x	E = 12	F = 0	G = -8
54	CO[C@H]1CN(C)C(=O)c2ccc(NC(=O)Nc3c(C)noc3C)cc2OC[C@H](C)NC[C@@H]1C
  A = 0	B = x	C = -9	D = x	E = 6	F = -4	G = 4
55	Cc1cc(C)cc(C(=O)Nc2nc3ccccc3[nH]2)c1
  A = 1	B = -22	C = -14	D = 80*	E = -74	F = 0	G = -3
56	O=C(c1ccncc1)N1CC2(C1)[C@@H](c1ccccc1)[C@@H](CO)N2C(=O)c1ccncc1
  A = 3	B = x	C = x	D = x	E = 1	F = 7	G = -1
57	S=C(c1ccc(N2CCCC2)cc1)N1CCCCC1
  A = x	B = -26	C = -4	D = 4	E = x	F = x	G = x
58	C[C@@H]1CN([C@@H](C)CO)C(=O)Cc2cc(NC(=O)C3CC3)ccc2O[C@H]1CN(C)Cc1ccncc1
  A = 0	B = 5	C = x	D = -1	E = -33	F = -2	G = -3
59	O=C(Cc1ccccc1[N+](=O)[O-])Nc1nccs1
  A = 3	B = x	C = x	D = x	E = 6	F = 0	G = -6
60	O=C(CN1CCOCC1)Nc1ccc(S(=O)(=O)NC2CCCCC2)cc1
  A = -3	B = 21	C = 3	D = 7	E = 7	F = -1	G = 1

The list is partial; rates above refer to the full screens.
